Source: PubChem (several laboratories)
ASAP1 GAP inh – inhibitors of human ASAP1 ArfGAP activity; Q9ULH1; 360,000 compounds, 0.19% hits; inhibition, % at 16.5 µM; ASAP1-stimulated ARF1 GTP hydrolysis, GDP FP detection; AID 624377; in the data active = inhibition above about 25%;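 also: 0% = vehicle with enzyme and substrate and 100% = no enzyme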
ADAM10 inh – inhibitors of human ADAM10 | recombinant ADAM10, EDANS/DABCYL FRET peptide cleavage, 3 h | inhibition, % at 7 µM | 370,000 compounds, 0.62% hits;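 active = inhibition above a per-campaign cutoff equal to the mean of compounds falling between control-based bounds plus 3 SD, cut at about 20% in these data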;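 also: 0% = DMSO wells while the 100% control is not disclosed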
Target sequence (O14672 214-748 limits assumed): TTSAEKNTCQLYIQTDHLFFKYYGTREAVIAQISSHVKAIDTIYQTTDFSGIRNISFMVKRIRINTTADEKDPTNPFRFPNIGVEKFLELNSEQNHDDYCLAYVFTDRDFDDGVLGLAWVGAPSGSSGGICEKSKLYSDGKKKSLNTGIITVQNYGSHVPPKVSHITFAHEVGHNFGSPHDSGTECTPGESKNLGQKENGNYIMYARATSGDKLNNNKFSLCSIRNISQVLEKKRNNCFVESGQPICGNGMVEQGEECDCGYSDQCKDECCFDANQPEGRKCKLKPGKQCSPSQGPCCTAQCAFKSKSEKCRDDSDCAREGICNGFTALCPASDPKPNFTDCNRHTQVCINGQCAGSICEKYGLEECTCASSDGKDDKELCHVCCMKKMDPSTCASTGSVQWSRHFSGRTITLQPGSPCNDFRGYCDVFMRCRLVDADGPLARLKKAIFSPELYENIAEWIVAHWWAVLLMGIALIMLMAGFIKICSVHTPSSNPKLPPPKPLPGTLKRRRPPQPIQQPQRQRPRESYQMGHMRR
rCAG binder – binds r(CAG) RNA repeats. r(CAG) RNA repeat, TO-PRO-1 dye displacement fluorescence. inhibition, % at 3 µM. 370,000 compounds, 1.3% hits. AID 651821;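 active = inhibition above the plate cutoff, the mean of all test compounds on that plate plus 3 SD, cut at about 35% in these data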;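 also: 0% = DMSO alone and 100% = 100 µM mitoxantrone as full dye displacement; higher means more dye released from RNA so lower well fluorescence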
FXN GAA850 act – increases GAA850 frataxin promoter reporter activity | HEK293 lucGAA850 FXN promoter luciferase reporter, 24 h; percent of 10 µM SAHA response | 360,000 compounds, 0.56% hits | activation, % at 6 µM;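 active = activation above the average of all compounds screened plus 3 SD, cutoff fixed separately per campaign, cut at about 7.5% in these data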;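 also: 0% = DMSO wells and 100% = 10 µM SAHA wells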
GC-B act – GC-B (human) receptor activation; activation, % at 10 µM; 370,000 compounds, 0.11% hits; P20594; HEK293-GC-B cells, CNP EC30, cGMP TR-FRET; 0% at EC30 CNP, 100% saturating CNP;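 active = activation at 10 µM reaching about 35% in either raw or pattern-adjusted values, limit read from the data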
NPR1 activator – GC-A (human) enzyme activation. activation, % at 10 µM. 370,000 compounds, 0.14% hits. P16066. HEK293 GC-A cells, cGMP TR-FRET, EC30 ANP; 0% at EC30 ANP, 100% saturating ANP; in the data active = activation above about 40%
ARFGAP1 inh – rat ARFGAP1 inhibition. Arfgap1-stimulated ARF1 GTP hydrolysis, GDP FP detection. inhibition, % at 16.5 µM. 360,000 compounds, 0.26% hits. AID 651572;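 active = inhibition above a per-plate limit, mean inhibition of low control wells plus 3 SD, cut at about 25% in these data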;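 also: 0% = DMSO wells with enzyme and 100% = wells lacking Arfgap1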
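Material: truncated rat Arfgap1 GAP domain; Incubation: compound-enzyme preincubation 20 min, reaction 120 min, detection 60 min, 25 °C; Read-out: percent inhibition of Arfgap1-stimulated GTP hydrolysis; Technique: FP, GDP Alexa 633 tracer displaced from anti-GDP antibody, 620/688 nm; Controls: No-Arfgap1 wells (100%) versus DMSO full-reaction wells (0%); Replication: single well per compound.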
Tn6 DDE FP – DD(E)-Tn6 binding inhibition, primary FP screen. AID 720509. inhibition, % at 8.3 µM. P02675. 370,000 compounds, 0.21% hits. Fibrin DD(E) TRITC-Tn6 fluorescence polarization displacement;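 active = inhibition above a per-campaign cutoff: mean of compounds within control limits plus 3 SD, cut at about 15% in these data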;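 also: 0% = median of all compound wells on the plate and 100% = blocking peptide control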
sPLA2-III inh – Inhibits HGIII-sPLA2 liposome hydrolysis, primary screen; AID 743126; inhibition, % at 12.2 µM; 370,000 compounds, 0.56% hits; QFRET BODIPY PC-A2 liposome hydrolysis, fluorescence;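 active = inhibition above mean plus 3 SD of compounds lying within the high and low control bounds, cut at about 19% in these data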;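 also: 0% = median of test compound wells and 100% = no enzyme DMSO wells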
Target sequence (Q9NZ20 whole entry, looked up): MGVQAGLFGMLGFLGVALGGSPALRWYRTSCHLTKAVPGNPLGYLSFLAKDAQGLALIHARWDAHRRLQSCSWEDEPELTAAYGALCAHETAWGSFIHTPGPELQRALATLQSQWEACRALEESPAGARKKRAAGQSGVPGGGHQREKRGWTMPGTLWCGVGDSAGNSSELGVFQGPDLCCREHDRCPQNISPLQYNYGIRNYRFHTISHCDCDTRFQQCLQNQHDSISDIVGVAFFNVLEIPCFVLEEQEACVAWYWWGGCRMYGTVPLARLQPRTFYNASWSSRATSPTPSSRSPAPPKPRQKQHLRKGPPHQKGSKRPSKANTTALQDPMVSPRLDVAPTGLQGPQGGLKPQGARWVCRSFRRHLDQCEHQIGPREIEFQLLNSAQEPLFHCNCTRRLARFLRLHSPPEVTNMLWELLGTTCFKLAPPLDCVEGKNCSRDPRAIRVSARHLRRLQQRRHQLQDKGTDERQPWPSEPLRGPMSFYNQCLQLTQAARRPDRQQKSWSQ
KLK7 zymogen act – activators of human kallikrein-7 zymogen | purified proKLK7, EDANS-DABCYL substrate fluorescence; 100% is mature enzyme control, 0% vehicle | 370,000 compounds, 0.9% hits | activation, % at 7 µM | P49862;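 active = activation above the mean of all tested compounds plus 3 SD, computed per campaign excluding outliers beyond control limits, cut at about 13% in these data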
Starred values were filed as active, the others as inactive; x = not tested or not shown.

SMILES | ASAP1 GAP inh | ADAM10 inh | rCAG binder | FXN GAA850 act | GC-B act | NPR1 activator | ARFGAP1 inh | Tn6 DDE FP | sPLA2-III inh | KLK7 zymogen act
CN(C(=O)CCOc1ccccc1)c1c(N)n(Cc2ccccc2)c(=O)[nH]c1=O | 6 | 2 | 3 | -4.1 | -4 | 1 | 4 | 3 | -2 | -0.5
CC(C)(C)c1ccc(NC(=O)COC(=O)c2ccc(CN3CCCC3=O)cc2)cc1 | 1 | 2 | 4 | 1.5 | 2 | -2 | -2 | -11 | -16 | -0.2
OC(CON=C1c2ccccc2-c2ccccc21)CN1CCNCC1 (stereo not drawn) | -7 | -8 | 11 | 1.6 | -1 | 10 | 7 | -2 | 5 | -0.3
COc1ccccc1NS(=O)(=O)c1ccc(C(=O)NCC(c2ccccc2OC)N2CCCC2)cc1 (stereo not drawn) | -2 | -10 | 4 | -1.9 | -6 | -9 | -9 | 8 | -6 | 0.9
CC(C)CCNC(=O)C1(C)CCN1Cc1ccc2ccccc2c1 (stereo not drawn) | -3 | 2 | -2 | -0.2 | -7 | -4 | -6 | -10 | 6 | 0.4
CN1CCN(C(=O)C2=C[C@@H](c3coc4ccccc4c3=O)C[C@@H](OCc3ccc(CO)cc3)O2)CC1 | 11 | -2 | -8 | 0.7 | 7 | 4 | 6 | 5 | 5 | 0.0
Cc1cc(C(=O)Nc2ccc(S(=O)(=O)N3CCOCC3)cc2)c(C)o1 | -1 | -5 | -1 | 0.2 | 8 | 0 | 2 | 7 | -7 | 0.1
O=C1NCCN/C1=C\C(=O)c1ccc(F)cc1 | -5 | 1 | 0 | 4.3 | -1 | 18 | 1 | 7 | -2 | 0.6
COC(=O)c1ccccc1NC(=O)N1CCN(C/C=C/c2ccccc2)CC1 | 12 | -11 | -1 | -0.5 | -4 | 0 | 4 | 1 | -2 | 0.3
Cc1ccccc1NC(=O)C1CCCN(c2ncnc3onc(-c4ccc(F)cc4)c23)C1 (stereo not drawn) | -3 | -4 | -6 | -3.1 | -6 | -6 | -8 | 5 | 9 | -0.4
COc1ccc(C(=O)NC(=S)NNC(=O)c2ccc(NC(=O)C(C)C)cc2)cc1 | 13 | 4 | 23 | 1.9 | -6 | 6 | -10 | 0 | 26* | -0.2
Cc1ccc(C2(C)NC(=O)N(CC(=O)N(C)CC(=O)Nc3cccc(F)c3)C2=O)cc1 (stereo not drawn) | 0 | -8 | 1 | 0.8 | -3 | 1 | -8 | 1 | 1 | 0.1
NC(=O)Nn1c(CCC(=O)O)ccc1-c1ccc(Cl)cc1 | -6 | -22 | -1 | 1.5 | 4 | 2 | 1 | -1 | -5 | 0.3
Cc1cnnn1-c1ccc(C(=O)CCl)cc1 | -11 | -11 | -1 | -0.8 | 1 | 9 | -2 | 4 | -3 | -0.6
Cc1noc(C)c1S(=O)(=O)N1CCCc2nc(-c3ccccc3)ccc21 | -11 | -3 | 2 | x | -3 | 0 | -3 | 4 | -7 | 0.4

Four compounds already listed, arranged by the number in ADAM10 inh, largest number first:
Molecule | ASAP1 GAP inh | ADAM10 inh | GC-B act | NPR1 activator | ARFGAP1 inh | Tn6 DDE FP | sPLA2-III inh | KLK7 zymogen act
CN(C(=O)CCOc1ccccc1)c1c(N)n(Cc2ccccc2)c(=O)[nH]c1=O | 6 | 2 | -4 | 1 | 4 | 3 | -2 | -0.5
Cc1ccccc1NC(=O)C1CCCN(c2ncnc3onc(-c4ccc(F)cc4)c23)C1 (stereo not drawn) | -3 | -4 | -6 | -6 | -8 | 5 | 9 | -0.4
Cc1ccc(C2(C)NC(=O)N(CC(=O)N(C)CC(=O)Nc3cccc(F)c3)C2=O)cc1 (stereo not drawn) | 0 | -8 | -3 | 1 | -8 | 1 | 1 | 0.1
COc1ccccc1NS(=O)(=O)c1ccc(C(=O)NCC(c2ccccc2OC)N2CCCC2)cc1 (stereo not drawn) | -2 | -10 | -6 | -9 | -9 | 8 | -6 | 0.9

(list continues)
SMILES | ASAP1 GAP inh | ADAM10 inh | rCAG binder | FXN GAA850 act | GC-B act | NPR1 activator | ARFGAP1 inh | Tn6 DDE FP | sPLA2-III inh | KLK7 zymogen act
CS(=O)(=O)N1CCC(C(=O)Nc2ccc(Cl)c(C(F)(F)F)c2)CC1 | 13 | 8 | 2 | 0.4 | 1 | -9 | 1 | -4 | -4 | -0.2
CCN(CC)C(=O)CSc1n[nH]c(=S)n1N | -4 | -3 | 1 | 2.3 | -1 | -4 | -6 | -4 | 1 | -0.5
CN(C)C(=O)c1nc2ccc(Cl)cn2c1CN1CCCC(OCc2ccccc2)C1 (stereo not drawn) | 5 | -35 | -7 | 1.6 | 2 | -5 | 10 | 1 | -4 | 1.5
CCN1CCN(C(=O)c2ccc(CN(c3ccc(C)c(C)c3)S(C)(=O)=O)cc2)CC1 | 0 | 0 | -7 | 0.0 | 2 | -1 | 2 | 9 | -4 | 0.0
Cc1cccc(C(=O)N2CCC(=O)N([C@H](COCc3ccccc3)Cc3ccccc3)CC2)c1 | 10 | -9 | -2 | x | -5 | -4 | -4 | -5 | 3 | -1.1
COc1cccc(CNc2ccc(S(=O)(=O)N3CCCC3)cn2)c1 | -18 | -14 | 1 | 1.4 | 1 | -1 | -2 | 0 | -5 | -0.5
O=C1CCc2cc(S(=O)(=O)NCc3ccc(F)cc3)cc3c2N1CCC3 | -10 | -8 | 0 | 1.4 | 4 | 1 | -3 | -5 | 3 | -0.4
Cc1[nH]n(-c2ccccc2)c(=O)c1C(c1ccccc1C(=O)O)c1c(C)[nH]n(-c2ccccc2)c1=O | 5 | -6 | -3 | -1.5 | -4 | -15 | -8 | -2 | -6 | 0.4
CN(C)c1ccc(C=C2SC(=S)N(Cc3ccco3)C2=O)cc1 | -3 | -41 | 4 | 0.0 | -3 | 1 | 3 | -1 | -6 | -2.4
CCC(C)n1c(SCC(=O)Nc2cc(C(C)(C)C)nn2-c2ccccc2)nc2ccccc2c1=O (stereo not drawn) | -5 | -3 | 1 | -1.2 | 4 | -3 | 5 | -3 | 7 | -0.2
COC(=O)c1cc2sc(Cl)cc2n1CC(=O)Nc1ccc(OC)c(OC)c1OC | 0 | 5 | 6 | -11 | -5 | -2 | -6 | 6 | 0 | 0.6
C=CCOc1ccc(Br)cc1CNC(C)(C)CO | 0 | -8 | 0 | -0.5 | -3 | -16 | 2 | -1 | 6 | -0.5
COc1cc(/C=N/n2cnn(Cc3ccccc3Cl)c2=S)cc(OC)c1OC | -1 | 1 | -3 | 0.8 | -5 | 2 | -4 | 3 | 2 | -0.2
CCC(=O)c1ccc(OCC(=O)Nc2ccc(N3CCCCC3)cc2)cc1 | 13 | -5 | -1 | 1.9 | 3 | 0 | -5 | 2 | 11 | 0.1
COc1ccc(OC)c(NC(=O)COC(=O)c2ccc(OC)c(S(=O)(=O)N3CCOCC3)c2)c1 | 1 | 2 | 0 | 1.2 | 5 | 3 | -1 | 5 | -3 | -0.1
Nc1nc(N2CCCCC2)nc2ccccc12 | -9 | -491 | 3 | 1.5 | -3 | 2 | -8 | -5 | 14 | -51
CCC(CC)C(=O)N(C)c1c(C)nc2c(OCc3ccccc3OC)cccn12 | 2 | -1 | -1 | -2.4 | 1 | 1 | 7 | 5 | 1 | 0.1
O=C(NCc1ccc(F)cc1)C1CCN(c2cnccn2)CC1 | 11 | -16 | -1 | 2.8 | -2 | -1 | 11 | 4 | 4 | 1.1
Cc1cccc(C)c1OCc1cc(C(=O)N2CCN(C3CCCC3)CC2)no1 | -3 | 9 | -9 | 2.2 | 5 | 2 | 9 | 1 | -14 | 1.0
O=C(N/N=C/c1c[nH]c2ccccc12)c1ccn[nH]1 | 16 | 5 | 3 | 7.4 | 2 | -6 | 2 | -3 | 2 | -0.3
O=C1CCN(C(=O)Nc2ccccc2)N1 | 7 | 4 | 0 | -0.5 | 6 | -1 | 2 | -13 | -5 | 0.3
Cc1nc(C)c(-c2csc(Nc3ccccn3)n2)s1 | 17 | 3 | -3 | 6.2 | 3 | 18 | -1 | -10 | 1 | -0.7
Cc1cc(O)c(C(C)C)cc1N=Cc1ccc([N+](=O)[O-])cc1 | -7 | -13 | 4 | -1.6 | -4 | -1 | 9 | -2 | 8 | 0.0
COc1cc([N+](=O)[O-])ccc1NC(=S)NCc1ccccn1 | 2 | -6 | 0 | 1.7 | -2 | -2 | -5 | -5 | 10 | -0.4
CC(NC(=O)C1CC1)C(c1cccs1)N1CCN(c2ccccc2)CC1 (stereo not drawn) | 4 | -16 | 0 | -0.8 | 0 | -4 | -9 | -8 | 12 | 0.3
CCOc1ccc(-c2nc(CSc3nnc(N)s3)cs2)cc1 | 6 | -7 | 1 | 6.5 | -7 | 9 | 0 | 2 | 0 | 0.3
S=c1[nH]nc(NC2CCCCC2)s1 | 0 | -9 | 2 | 2.5 | 0 | -3 | 2 | 12 | 6 | -0.5
COc1ccccc1N(Cc1ccccc1)S(=O)(=O)c1cccc(C(=O)NC2CC(C)(C)NC(C)(C)C2)c1 | 7 | 1 | 12 | -4.5 | 2 | -9 | 0 | -2 | -23 | -0.4
Cc1cccc(NS(=O)(=O)c2ccc3[nH]c(=O)oc3c2)c1C | 8 | 5 | 1 | -1.1 | 1 | 2 | 4 | 0 | -15 | 0.7
CC(=O)c1nnn(-c2ccc([N+](=O)[O-])cc2)c1C | -5 | -5 | 0 | -1.5 | 3 | -2 | 3 | -5 | -3 | -0.1
CCOC(=O)C1(Cc2ccc(OC)cc2)CCN(S(C)(=O)=O)CC1 | -7 | -2 | -3 | -0.3 | 1 | 0 | 5 | -1 | -2 | 0.6
CCOC(=O)c1c(C)n(C(=O)c2ccco2)c(=O)n1C(=O)c1ccco1 | -3 | -7 | 0 | -0.2 | 3 | 4 | -4 | 5 | 2 | -0.2
CCOC(=O)CC(=O)CSc1nc2cc(C)ccc2cc1C | 13 | -6 | -5 | -0.1 | -2 | -6 | -2 | -7 | -13 | -3.1
COC(=O)c1[nH]c2ccccc2c1NC(=O)c1c(F)cccc1F | 1 | 7 | -3 | 0.7 | 5 | 3 | 13 | 6 | 0 | -0.2
Cc1ccc(N(CC(=O)NC(C)c2ccccc2)S(=O)(=O)c2c(C)noc2C)cc1 (stereo not drawn) | -1 | 10 | 2 | -2.8 | 7 | -7 | -2 | 0 | 1 | -0.3
CN(C)C(=O)c1noc2cc([N+](=O)[O-])ccc12 | 0 | 3 | 4 | 2.2 | 2 | -2 | 5 | 0 | -1 | -0.6
CC1CC(C)CN(C(=O)c2cccc(N3C(=O)c4ccccc4C3=O)c2)C1 (stereo not drawn) | 25* | -1 | -1 | -0.3 | -1 | 1 | -6 | -4 | 8 | 0.0
O=C(COc1cccc2ccccc12)N1CCN(c2ccccc2)CC1 | 5 | 10 | -6 | -0.6 | 2 | -3 | 1 | -12 | -6 | 1.4
[O-][n+]1cccc(C(O)c2ccccc2)c1 (stereo not drawn) | 0 | 2 | 8 | 0.5 | 6 | 2 | 14 | -2 | 5 | -0.7
O=C1COc2ccc(C(=O)COC(=O)CCSc3ccccc3)cc2N1 | 1 | -2 | 4 | -1.5 | -2 | 0 | 11 | -3 | 8 | 0.0
CCOc1ccc(CN2CCNC(=O)C2CC(=O)NCC2CCOCC2)cc1 (stereo not drawn) | 0 | -17 | -4 | 1.4 | 3 | 2 | -2 | -7 | 7 | 0.3
